# GLP1R cytotox = cytotoxicity counter-screen for GLP-1 receptor inverse agonists; 0.13% of 410,000 active; HEK293 cAMP-luciferase reporter cells, luminescence, 24 h; Potency, µM (doses to about 38.3 µM), without a hit: at the highest dose activity change, negative = inhibition, most hits filed as inhibitors;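 also: loss of luciferase light is scored as toxicity; potency is read from the fitted curve at half-maximal effect; % is scaled to controls: 0 for no effect and ±100 for the full control effect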
#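 A 23 nL compound transfer followed 12 hours of cell culture at 37 deg C; exposure then lasted 24 hr. Luciferase assay detection reagent was dispensed and plates read for luminescence after a 12 min room-temperature wait.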
# GLP1R inv ag = acts as inverse agonist at human GLP-1 receptor | P43220 | HEK293 GLP-1R CRE-luciferase, luminescence, 24 h; GLP-1R form is constitutively active | Potency, µM (doses to about 38.3 µM), for inactives: top-dose activity change, negative = inhibition, usual class: inhibitors | 1.6% of 410,000 active; also: potency is read from the fitted curve at half-maximal effect; % is scaled to controls: 0 for no effect and ±100 for the full control effect; nearly all actives have a fitted effect of over 55% in size
#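 HEK293 cells stably co-expressing constitutively active GLP-1R and a cAMP-responsive luciferase reporter were seeded in DMEM with 10% Nu serum, given compounds after 12 h, and incubated 24 h at 37 deg C. Luminescence was then read.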
# TDP-43 yeast inh = TDP-43 toxicity inhibition in yeast; Potency, µM (doses to about 46.1 µM), for inactives: at the top dose growth rescue (activation), usual class: activators; 1.8% of 410,000 active; TDP-43 expressing yeast growth rescue, BacTiter-Glo, 24 h; also: potency is read from the fitted curve at half-maximal effect; % of control where 0% means no effect; nearly all actives have a fitted effect of over 50% in size
#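 Yeast expressing TDP-43 (pregrown in raffinose, seeded at OD600=0.02 in galactose medium) exposed to compounds 24 hr at 30 deg C. Growth read by BacTiter-Glo luminescence; rescue of toxicity appears as increased signal.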
# DRD3 agonist = D3 dopamine receptor (human) agonism. P35462. D3R DiscoveRx beta-arrestin cells, luminescence, 90 min. max activation, %. 0.58% of 410,000 active. AID 652048; in the data active = max activation above about 30%; also: 0% is about no effect; mostly tested at two doses, the higher about 12 µM
# Target sequence (P35462 whole entry, looked up): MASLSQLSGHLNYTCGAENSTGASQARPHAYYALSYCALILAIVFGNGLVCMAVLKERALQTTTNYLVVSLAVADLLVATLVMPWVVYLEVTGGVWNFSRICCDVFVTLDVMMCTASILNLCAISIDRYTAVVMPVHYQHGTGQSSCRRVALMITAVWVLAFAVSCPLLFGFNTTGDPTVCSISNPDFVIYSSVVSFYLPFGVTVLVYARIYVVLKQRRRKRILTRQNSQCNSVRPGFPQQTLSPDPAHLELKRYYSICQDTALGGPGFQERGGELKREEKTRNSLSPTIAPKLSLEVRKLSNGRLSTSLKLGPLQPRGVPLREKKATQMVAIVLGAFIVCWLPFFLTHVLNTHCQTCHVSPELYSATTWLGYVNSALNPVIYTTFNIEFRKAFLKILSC
#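 Cells at 1500/well, incubated overnight, then treated with pinned compounds (dopamine as control) for 90 min at 37 degrees C. DiscoveRx reagent added for 30 - 60 minutes at room temperature; luminescence read.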
# D3 antag = D3 dopamine receptor (human) antagonism. D3R cells, DiscoveRx beta-arrestin luminescence, antagonist mode; active compounds read low. max response, negative = inhibition, %. 2.5% of 360,000 active; in the data active = max response below about -50%; inconclusive = no clear call, values can overlap the other calls; also: % is scaled to controls: 0 for no effect and ±100 for the full control effect; mostly tested at two doses, the higher about 12 µM
#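 Cells expressing the human receptor were seeded at 1500 cells/well, incubated overnight at 37 degrees C in 5% CO2, then exposed to library compounds with dopamine controls for 90 minutes at 37 degrees C before luminescent detection.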
# PTHR1 agonist = activates the human parathyroid hormone receptor PTHR1; Q03431; HEK293 GP2 PTHR1 cells, GloSensor cAMP luminescence, 1 h; Potency, µM (doses to about 115 µM), inactives show at the top dose activation, usual class: activators; 0.075% of 410,000 active; also: potency is read from the fitted curve at half-maximal effect; nearly all actives have a fitted effect of over 55% in size; some results filed as inactive show a strong effect at the top dose; inactives centre near -15; many of its hits are not listed in these tables
# Target sequence (Q03431 whole entry, looked up): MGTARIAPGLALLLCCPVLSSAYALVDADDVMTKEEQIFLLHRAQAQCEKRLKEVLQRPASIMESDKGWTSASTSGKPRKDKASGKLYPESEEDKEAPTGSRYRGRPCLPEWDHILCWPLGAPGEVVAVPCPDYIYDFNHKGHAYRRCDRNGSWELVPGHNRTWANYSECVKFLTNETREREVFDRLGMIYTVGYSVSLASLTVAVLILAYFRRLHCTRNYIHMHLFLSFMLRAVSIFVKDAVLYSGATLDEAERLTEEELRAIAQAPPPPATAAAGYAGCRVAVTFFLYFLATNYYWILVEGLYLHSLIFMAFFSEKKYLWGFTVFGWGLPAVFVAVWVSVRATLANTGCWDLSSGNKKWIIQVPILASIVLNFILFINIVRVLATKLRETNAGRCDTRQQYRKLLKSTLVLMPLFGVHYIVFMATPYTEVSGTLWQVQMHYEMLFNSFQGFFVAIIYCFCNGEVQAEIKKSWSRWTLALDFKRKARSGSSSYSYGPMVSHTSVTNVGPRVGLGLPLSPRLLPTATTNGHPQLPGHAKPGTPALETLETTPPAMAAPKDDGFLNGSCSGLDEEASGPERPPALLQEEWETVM
#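 HEK-293-derived GP2 cells expressing PTHR1 and a GloSensor cAMP reporter, 3,000/well, plated overnight, given luciferin plus IBMX (each 0.5 mM as added) for 1 h at 37 °C, then compound for 1 h at 37 °C. Luminescence was read after 15 min at room temperature.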
# KB-V1 cytotox = KB-V1 MDR subline cytotoxicity | Potency, µM (highest dose often 46.1 µM), inactives show top-dose activity change, negative = cytotoxicity, most hits filed as cytotoxic | 3.4% of 400,000 active | KB-V1 MDR cells viability, CellTiter-Glo, 72 h; also: potency is read from the fitted curve at half-maximal effect; % is scaled to controls: 0 for no effect and ±100 for the full control effect; nearly all actives have a fitted effect of over 60% in size
#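 Cytotoxicity toward P-gp-expressing KB-V1 cells was determined as loss of CellTiter-Glo luminescence after 72 h at 37 degrees C. Compounds were tested in quantitative HTS format across a concentration range, with curves fitted to normalized data.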
# aSyn rescue = alpha-synuclein toxicity inhibition in yeast; Yeast expressing alpha-synuclein, growth rescue, BacTiter-Glo, 24 h; Potency, µM (series often up to 46.1 µM), for the others: at the highest dose growth rescue (activation), actives largely listed as activators; 0.14% of 370,000 active; also: potency is read from the fitted curve at half-maximal effect; % of control where 0% means no effect; nearly all actives have a fitted effect of over 65% in size
#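 Galactose-induced alpha-syn yeast (OD600=0.02, raffinose-pregrown) + pinned cpd, 24 hr, 30 deg C; growth by BacTiter-Glo luminescence. Growth restoration scores as activation.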
# GLP-1R agonist = GLP-1 receptor (human) agonism. HEK293 GLP-1R CRE-luciferase, luminescence, 4-6 h; cells express a hypersensitive GLP-1R form. Potency, µM (titrated, usually from 45.6 µM), for the others: at the top dose activation, usual class: activators. 0.007% of 380,000 active. AID 624172; also: potency is read from the fitted curve at half-maximal effect; % of control where 0% means no effect
# Active calls of the source: *; i = inactive; u = inconclusive; x = not tested or not shown; & = joins results of further samples; [ ] = remark or other dose. Unless noted, calls follow the shape of the dose curve; as a rule, active = well fitted curve in the direction sought with a large enough effect; inconclusive = small, poorly fitted or top-dose-only effect, or another doubt; inactive = no such curve, though single readings can be large; an effect the other way counts as inactive or inconclusive.
mol,DRD3 agonist,PTHR1 agonist,D3 antag,GLP-1R agonist,KB-V1 cytotox,GLP1R cytotox,TDP-43 yeast inh,aSyn rescue,GLP1R inv ag
CCCCCNC(=O)C(c1ccncc1)n1c(=O)c(-c2cc3ccccc3[nH]2)nc2ccccc21 (configuration not stated),3,-4%,20,x,-9%,236%[activator],u,11%,-4%
O=[N+]([O-])/C(Cl)=C1\NCCN1Cc1ccc(Cl)nc1,6,i,9,2%,0%,10%,-6%,-2%,2%
Cc1ccc(C(=O)C2C(c3ccc(-c4ccccc4[N+](=O)[O-])o3)NC(=O)NC2(O)C(F)(F)F)cc1 (configuration not stated),6,-9%[57.5 µM],4,5%,4%,-24%,4%,6%,u
CN1CCCN(C(=O)COc2cccc(C(F)(F)F)c2)CC1,2,i,-89*,4%,u,-4%,-12%,-10%,u
COc1cccc(-n2c(/C=C/c3ccccc3O)nc3ccccc3c2=O)c1,3,-14%,x,x,u,63%[activator],u,x,-9%
O=P(OCC(F)(F)C(F)F)(N1CCCCC1)N1CCCCC1,2,-23%[57.5 µM],-4,4%,4%,-1%,-11%,8%,5%
O=C(Cc1ccc([N+](=O)[O-])cc1)N1CCN(Cc2ccc3c(c2)OCO3)CC1,3,-13%,12,2%,u,13%,3%,1%,1%
Cc1c(C(=O)N2CCC3(CC2)OCCO3)sc2ncnc(N(C)c3ccccc3)c12,-10,i,-18,13%,-2%,0%,u,15%,2%
Cc1ccc(CNCCc2ccccc2F)cc1,-6,i,-19,1%,-3%,-10%,-8%,0%,-9%
Nc1ccc(Cl)c(Cl)c1,7,i,5,5%,30%,-4%,0%,0%,-7%
CCCCOP(=O)(OCCCC)C(O)c1ccc(F)cc1 (configuration not stated),2,-5%,12,0%,-16%,-13%,8%,8%,u
COC(=O)C1=C(c2ccc(OC)c(OC)c2)C[C@@H]2CC[C@H]1N2C(=O)N1CCC(O)CC1,-4,-51%[inhibitor],14,9%,-5%,0%,7%,5%,10%
COC(=O)C1=C(c2ccc(S(C)(=O)=O)cc2)C[C@@H]2CC[C@H]1N2C(=O)N1CCC(C)CC1,13,i,6,9%,-9%,-2%,21%,3%,21%
COc1ccc(C)c2sc(NC(=O)CCS(=O)(=O)c3ccccc3)nc12,-23,-7%,0,-3%,x,u,0%,2%,19%
CN(C(=O)Oc1ccc(F)cc1)c1ccccc1,1,-49%[inhibitor],-25,5%,0%,0%,17%,-13%,7%
Cc1cc(C)[n+](C2C3CC4CC(C3)CC2C4)o1 (configuration not stated),5,i,-25,0%,u,3%,1%,0%,-9%
CN1C(=O)NC(=O)C(N=Nc2ccc(Cl)cc2)C1=O (configuration not stated),-20,13%,-22,-1%,0%,2%,-42%[inhibitor],-9%,1%
COc1ccc(CCC(=O)N2CCC3(CC2)OCCO3)cc1,4,i,12,-3%,6%,2%,23%,0%,0%
CCCCCCCCCCCCCCCC[n+]1ccc(/C=N/O)cc1,-3,-16%,0,-19%,-6%,u,-91%[inhibitor],-62%[inhibitor],8.9µM*
O=C1c2cccc3c(N4CCCCC4)ccc(c23)C(=O)N1c1ccc(O)cc1,17,-24%,0,9%,-24%,204%[activator],-2%,5%,-9%
CCCCCSc1cc(OC)c(CCN)cc1OC,-5,-14%,-8,-46%[inhibitor],u,u,0%,-1%,u
O=C1NC(=O)C(Cc2cccs2)C(=O)N1,2,i,-2,5%,11%,-7%,-5%,-9%,0%
Nc1ccc(N2CCN(Cc3ccccc3Cl)CC2)c(Cl)c1,-19,i,-57*,-1%,-8%,4%,-9%,-4%,u
Cc1ccc(CN2CCCC(C(=O)c3sccc3C)C2)o1 (configuration not stated),-24,1%,-52*,5%,u,7%,12%,-5%,u
CN(C)CCCN=Cc1c(O)n(CCc2ccccc2)c(=O)[nH]c1=O,3,0%[57.5 µM],-14,-9%,6%,-14%,7%,-15%,-1%
Cc1oc(-c2ccc(F)cc2F)nc1CN1C[C@@H]2C[C@@H](C1)c1cccc(=O)n1C2,4,-1%,4,4%,u,-18%,-16%,-6%,-20%
CCOC(=O)[C@]12Cc3cc(OC)ccc3[C@H]1N(Cc1ccccc1)C(=O)c1cc(OC)ccc12,-12,-4%,1,-5%,-13%,-6%,12%,-17%,u
NP(=O)(OCCCc1ccccc1)Oc1ccccc1Cl (configuration not stated),-6,-79%[inhibitor],-10,8%,u,-10%,29%,9%,-17%
COc1ccc(-n2c(O)c(/C=C3\C=Nc4ccccc43)c(=O)[nH]c2=O)cc1,2,-8%,1,-3%,12%,-16%,5%,-32%[inhibitor],-5%
COc1ccc(N=C2S/C(=C\c3ccc(Cl)c([N+](=O)[O-])c3)C(=O)N2CCN(C)C)cc1,-4,-93%[inhibitor],-128*,-4%,-2%,11µM*,7%,-3%,u
[N-]=[N+]=CC(=O)OC[C@H](N)C(=O)O,-18&-9,-26%,-1,-3%,14%,-3%,8%,1%,4%
O=C1NC(=O)N(Cc2ccc(F)cc2)C(=O)/C1=C\c1ccoc1,9,-10%,-4,-1%,1%,18%,-23%,2%,5%
COc1ccc(-n2nnnc2C(c2ccnc3ccccc23)N2CCC3(CC2)C(=O)NCN3c2ccccc2)cc1 (configuration not stated),7,-27%,48,0%,u,-14%,21%,2%,-14%
Cc1ccc(OCC(=O)Nc2ccc(Cl)cc2C(=O)c2ccccc2)c(Br)c1,2,-7%,x,x,6%,4%,0%,x,7%
CCn1cc2nc(SCc3c(F)cccc3Cl)n(CCc3ccccc3)c(=O)c2n1,0,-14%,x,x,-15%,-8%,1%,x,u
C=CC[C@@H](CC(=O)N(CCO)Cc1ccccc1)C(=O)NC[C@@H](OC(=O)[C@@H](CC=C)CC(=O)OC(C)(C)C)c1ccccc1,6,-9%,42,-6%,-11%,-23%,24%,-5%,-5%
COc1cc2c(cc1OC)CC[N+](C)=C2,19,-11%,25,-1%,12%,14%,0%,1%,0%
C=CCOC(=O)C1=C(C)OC(N)=C(C#N)[C@@]12C(=O)N(CC(N)=O)c1ccccc12,0,-6%[57.5 µM],6,-5%,22%,5%,-4%,-4%,8%
CN(C)c1c([N+](=O)[O-])cc(N2C(=O)C=CC2=O)cc1[N+](=O)[O-],1,-56%,-19,-2%,-8%,12%,-91%[inhibitor],-79%[inhibitor],2%
Cc1[nH]c2ccc(O)cc2c1CCN,8,-25%,30,6%,-1%,-9%,21%,-1%&-2%,-4%
O=C1NC(=O)C(=Cc2ccccc2[N+](=O)[O-])C(=O)N1,-12,-14%,-8,-6%,9%,-19%,6%,-5%,-1%
C=C1CCN([C@@H](CC(C)C)C(=O)Nc2ccc(OC)cc2)S(=O)(=O)c2ccccc21,-13,-12%,0,6%,0%,0%,26%,0%,u
O=[N+]([O-])c1cc(S(=O)(=O)NCCN2CCOCC2)ccc1Sc1nnnn1-c1ccccc1,-3,-32%[inhibitor],2,-23%,-4%,u,u,2%,u
CCOC(=O)c1[nH]c2ccc(OC)cc2c1NC(=S)N1CCN(c2cccc(C)c2C)CC1,-1,i,-26,-13%,0%,u,26%,-4%,u
CCOc1cc(C)cc2oc(=O)c3c(c12)CCCC3,13,-33%[inhibitor],0,5%,7%,14%,-10%,0%,0%
C[N+](C)(C)CCCCCCCCCC[N+](C)(C)C,13&-15,-38%[inhibitor],8,3%&2%,4%,-5%,11%,1%&6%,2%
O=C/C=C/c1ccccc1,-1&-1,-36%[inhibitor],4,5%&-4%,u,-1%,5%,3%,7%
COc1ccc(N/N=C/c2c(O)n(-c3cccc(C)c3)c(=O)[nH]c2=O)cc1,-5,-41%[inhibitor],-7,4%,14%,u,23%,13%,u
N=Cc1c(O)n(-c2ccc(C34CC5CC(CC(C5)C3)C4)cc2)c(=O)[nH]c1=O,1,-3%,-1,-9%,4%,18%[1.53 µM],0%,3%,-13%
C[C@]12CCC3C(CC[C@H]4C[C@H](N)CC[C@]34C)C1CC[C@H]2O (some centres not stated),3,-6%,8,-1%,12%,15%,12%,-1%,u
O=C(O)Cc1cnc[nH]1,-43,-28%,u,-1%,-19%,-9%,0%,-2%&0%,10%
CCOC(=O)c1ccc(N2C(=O)CC(N3CCC(O)(c4ccc(Br)cc4)CC3)C2=O)cc1 (configuration not stated),11,-4%,18,-2%,0%,-7%,u,10%,u
COC(=O)C1=C(c2ccc(C(C)=O)cc2)C[C@@H]2CC[C@H]1N2C(=O)N1CCCC1,6,-23%,3,-2%,11%,4%,-5%,0%,15%
CC(=O)C1=C(O)C2(C)c3c(O)c(C)c(O)c(C(C)=O)c3OC2CC1=O (configuration not stated),2,-96%[inhibitor],43,-8%,16µM*,-10%,-74%[inhibitor],-57%[inhibitor],u
COc1ccc(-c2n[nH]c(=S)n2-c2ccc3c(c2)OCCO3)cc1OC,-2,-21%,-26,u,4%,7%,2%,0%,60%[activator]
CNC(=S)N(C)CCc1cc2c(c(OC)c1/C=C1/C(=O)NC(=O)N(C)C1=O)OCO2,0,i,19,-6%,0%,5%,20%,2%,6%
NCCc1c[nH]c2ccc(OCc3ccccc3)cc12,3,27%,10,12%,-6%,4%,-9%,-1%,-20%
COc1cc(/C=C/[N+](=O)[O-])ccc1O,14,i,42,-6%,-3%,-31%,-92%[inhibitor],-74%[inhibitor],u

# Source: PubChem BioAssay (National Center for Advancing Translational Sciences (NCATS))

# Only part of the results is shown, so the mix of outcomes need not match the whole.
